Assay outcomes: PubChem, several laboratories
AID2073: inhibitors of Mint1-CaV2.2 protein interaction, biochemical, HTRF (AID 2073) | Voltage-dependent N-type calcium channel subunit alpha-1B (Homo sapiens) | HTRF protein-protein interaction, Mint1-CaV2.2; higher % means a stronger effect | inhibition, % at 20 µM, or IC50 in µM where a hit was titrated | 0.19% of 290,000 active; in the data active = inhibition mostly above about 51%, no sharp cut-off; also: some results filed as inactive read as strong as hits
KOR beta-arrestin-1: KOR antagonists, beta-arrestin recruitment, cell-based, luminescence, uHTS (AID 1778). Kappa-type opioid receptor (Homo sapiens). inhibition, % at 10 µM; hits with a dose series show IC50 in µM. 0.091% of 290,000 active. KOR beta-arrestin recruitment, luminescence, antagonist mode; higher % means a stronger effect; also: strong numbers were not always called active
M17LAP inhibition: P. falciparum M17LAP inhibitors, primary screen, biochemical, fluorogenic H-Leu-NHMec substrate, 1536-well (AID 1619); Leucine aminopeptidase (Plasmodium falciparum (isolate 3D7)); recombinant M17LAP, H-Leu-NHMec fluorogenic kinetic assay; higher % means a stronger effect; one-dose inhibition, % at 30 µM; IC50 in µM for titrated hits; 0.38% of 220,000 active;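 active = compound inhibiting the enzyme by more than half at any dose during confirmatory dose-response retesting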;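 also: plate controls were full reaction with DMSO carrier for no effect and no enzyme background for full effect; strong numbers were not always called active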
GPR55 activation: GPR55 agonists via beta-arrestin recruitment, primary screen, imaging, U2OS cells, beta-arrestin-GFP redistribution (AID 1961); G-protein coupled receptor 55 (Homo sapiens); U2OS GPR55 beta-arrestin-GFP redistribution imaging; higher % means a stronger effect; one-dose activation, % at 10 µM; EC50 in µM for titrated hits; 0.048% of 290,000 active;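 active = activation above 40% with more than 50 cells counted in the well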;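 also: U2OS osteosarcoma cells stably expressing GPR55 and beta-arrestin-GFP; plate controls were DMSO negative control for no effect and LPI positive control for full effect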
NOD1 NF-kB reporter: NOD1 signaling inhibitors, primary screen, cell-based, luminescence, uHTS (AID 1578) | NOD1-driven NF-kB luciferase reporter cells, luminescence; higher % means a stronger effect | inhibition, % at 4 µM, or EC50 in µM where a hit was titrated | 1% of 290,000 active; in the data active = inhibition mostly above about 36%, no sharp cut-off; inactive = mostly below about 34%;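 also: HEK-293T reporter cells stimulated with the NOD1 agonist gamma-tri-DAP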
KOR beta-arrestin-2: KOR agonists, beta-arrestin recruitment, primary screen, cell-based, luminescence, uHTS (AID 1777) | KOR beta-arrestin recruitment, luminescence; higher % means a stronger effect | one-dose activation, % at 10 µM; EC50 in µM for titrated hits | 0.02% of 280,000 active; in the data active = activation above about 50%, passing the limit was not always enough; also: a part of the inactive calls stands beside numbers as strong as those of hits
HEK293 NOD2/NF-kB: NOD2 signaling inhibitors, cell-based, luminescence, uHTS, HEK293 (AID 1566). HEK293 NOD2/NF-kB luciferase reporter, luminescence; higher % means a stronger effect. 0.63% of 290,000 active. inhibition, % at 4 µM, or EC50 in µM where a hit was titrated; also: many of its hits are not listed in these tables
M1AAP inhibition: P. falciparum M1AAP inhibitors, biochemical, fluorogenic H-Leu-NHMec substrate, 1536-well (AID 1445); Aminopeptidase N (Plasmodium falciparum (isolate 3D7)); recombinant M1AAP, H-Leu-NHMec fluorogenic kinetic assay; higher % means a stronger effect; one-dose inhibition, % at 30 µM; IC50 in µM for titrated hits; 0.42% of 220,000 active;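 active = primary inhibition above the hit cutoff, then over 50% inhibition at one or more dose response concentrations, cut at about 23% in these data, passing the limit was not always enough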;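 also: plate controls were DMSO full reaction for no effect and no enzyme background for full effect; strong numbers were not always called active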
Dynein cargo inh: inhibitors of GR-EGFP nuclear translocation, primary screen, dynein cargo transport inhibitor project, imaging, high-content, 3617.4 mouse cells | test concentration mostly 20 µM; stimulated with dexamethasone, 1 µM; hits give low values | z-score, hits read low | 0.47% of 220,000 active;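 active = plate z-score of nuclear minus cytoplasmic receptor signal below a set negative limit, without overly bright fluorescence or cell loss, cut at about -3.5 in these data, passing the limit was not always enough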;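 also: z-score of nuclear minus cytoplasmic ring GR-EGFP intensity difference per well; some compounds called inactive have numbers as strong as hits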
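Buffer or medium: tet-free, stripped-serum medium; Also added: dexamethasone, 1.0 µM final; Technique: high-content fluorescence imaging after fixation; Times: 48 h induction, 1 h compound, 30 min dex at 37 °C; Read-out: per-cell GR-EGFP intensity, nucleus versus surrounding cytoplasmic ring, well-averaged.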
Dynein cargo inh cytoplasmic EGFP: further read-out of Dynein cargo inh, marked with its call; z-score; measured here: cytoplasmic GR-EGFP intensity; hits give high values
Dynein cargo inh nuclear GR-EGFP: further read-out of Dynein cargo inh, marked with its call; z-score; measured here: nuclear GR-EGFP intensity;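 lower value marks the stronger effect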
Dynein cargo inh cell count: also measured in Dynein cargo inh; calls as there; z-score; measured here: cell count per field
Starred values were filed as active, the others as inactive; x = no result given; [ ] = remark or other dose. Rule as the data show it, unless noted: active = inhibition above about 50%; inactive = the rest. Not all compounds are listed. The share of hits here may be higher or lower than overall.

SMILES	AID2073	KOR beta-arrestin-1	M17LAP inhibition	GPR55 activation	NOD1 NF-kB reporter	KOR beta-arrestin-2	HEK293 NOD2/NF-kB	M1AAP inhibition	Dynein cargo inh	Dynein cargo inh cytoplasmic EGFP	Dynein cargo inh nuclear GR-EGFP	Dynein cargo inh cell count
COC(=O)C1(CCSC)NC(c2ccc(O)cc2)C2C(=O)N(c3ccc(F)cc3)C(=O)C21 (centres undefined)	9%	-14%	x	-0.1%	-4%	-2.7%	9%	x	x	x	x	x
Cc1ccc(-c2csc(=Nc3cccnc3)n2CCCN2CCCC2=O)cc1C	-3%	64%	1%	0.3%	-16%	-5.5%	2%	3%	-0.97	-0.28	-0.71	0.99
COc1ccc(C(=O)Nc2nc(N)n(-c3ccccc3)n2)cc1OC	-4%	-30%	-4%	-0.1%	6%	-3.7%	5%	0%	-0.063	-0.22	0.59	0.61
CCc1ncc(C(O)c2cccc(OC)c2OC)n1C (centres undefined)	8%	11%	-4%	-0.2%	-6%	-4.6%	13%	9%	-1	-0.23	-0.7	0.78
O=C(O)C(CCCCN1C(=O)C2C3C=CC(C3)C2C1=O)N1C(=O)C2C3C=CC(C3)C2C1=O (centres undefined)	4%	-9%	5%	-0.2%	-31%	-1.2%	1%	6%	0.65	-0.2	0.1	-0.39
O=C(C1CC=CCC1)N1CCN(C(=O)C2CC=CCC2)CC1 (centres undefined)	9%	-10%	-6%	0.2%	-14%	-3.7%	16%	7%	-0.42	-0.27	-0.36	0.58
CN(C)N1C(N)=C(C#N)C(c2ccc3c(c2)OCO3)C2=C1CCCC2=O (centres undefined)	-1%	8%	x	0.2%	-10%	-0.4%	6%	x	x	x	x	x
Cc1cc(C)c(S(=O)(=O)N2CCN(S(=O)(=O)N3CCOCC3)CC2)c(C)c1	14%	-37%	x	1.0%	-8%	-1.5%	19%	x	x	x	x	x
O=C(O)CC1(CC(=O)NCc2ccc(C(F)(F)F)cc2)CCCCC1	-1%	23%	-6%	0.2%	-1%	-0.9%	18%	-1%	-1.9	-0.22	-0.9	0.47
Cc1cccc(C)c1NC(=S)N=Nc1c(O)n(C)c2ccc(S(=O)(=O)N3CCOCC3)cc12	-3%	28%	2%	-0.2%	-32%	-3.9%	16%	7%	-0.31	-0.3	0.43	0.66
CC1(C)CC(=O)C(C=Nc2ccc(NC3=C(C#N)C(=O)CC(C)(C)C3)cc2)=C(O)C1	3%	-23%	18%	0.0%	-30%	3.7%	-2%	10%	-0.88	-0.32	-0.11	1.7
c1nc(N2CCC3(CC2)OCCO3)c2[nH]cnc2n1	3%	47%	5%	-0.2%	-28%	-2.8%	2%	-5%	-0.34	-0.32	0.41	0.68
O=C(Cn1cnc(S(=O)(=O)N2CCCC2)c1)Nc1ccc(OC(F)(F)F)cc1	7%	-25%	x	-0.4%	-12%	4.2%	-3%	x	x	x	x	x
CC(C)CC(CC(C)C)=NNC(=O)c1ccc2c(c1)OCO2	6%	18%	15%	-0.3%	-15%	-6.5%	-2%	22%	-1.3	-0.37	-0.52	0.55
N#Cc1c(/N=C/C=C/c2ccccc2)sc2c1CCCC2	-41%	-21%	6%	0.2%	24%	1.8%	-2%	9%	-0.18	-0.17	0.2	-0.21
Cc1ccc(C(=O)Nc2cccc(NC(=O)c3ccc(C)c([N+](=O)[O-])c3)n2)cc1[N+](=O)[O-]	1%	-47%	x	1.3%	-10%	-2.1%	16%	x	x	x	x	x
CCOc1ccc2nc(SCC(=O)NCc3ccccc3)[nH]c2c1	2%	-34%[20 µM]	x	0.0%	-30%	-1.3%	10%	x	x	x	x	x
O=C(NCCNC(=O)c1ccccn1)c1ccc(Cl)cc1	8%	-9%	x	-0.2%	-24%	-0.4%	0%	x	x	x	x	x
O=C(NCC(O)CN1CCOCC1)c1ccc([N+](=O)[O-])cc1 (centres undefined)	5%	27%	3%	-0.1%	-33%	0.1%	22%	3%	-0.34	-0.27	0.57	-0.059
COc1ccc(CCNC(=O)c2cc(=O)c3cc(C)ccc3o2)cc1	3%	1%	x	0.2%	-14%	-3.7%	25%	x	x	x	x	x
COc1ccc(NC(=O)c2cc(OC)c(OC)c(OC)c2)cc1S(=O)(=O)N1CCCCC1	6%	0%	-6%	0.1%	-6%	0.6%	13%	6%	0.61	-0.22	0.62	-1.4
CCOC(=O)N1CCN(S(=O)(=O)c2ccc(C(=O)Nc3nnc(C4CC4)o3)cc2)CC1	4%	-21%	9%	0.5%	-13%	11%	16%	-4%	-0.096	-0.34	-0.41	0.78
CC(C)OC(=O)CSc1nnc(-c2cnccn2)n1-c1ccccc1	18%	20%	-6%	-0.2%	-22%	0.2%	12%	0%	-0.033	-0.22	0.42	1.6
Cc1ccc(NC(=O)CCCc2nc3ccccc3s2)c(O)c1	0%	-11%	2%	0.0%	-34%	0.8%	16%	4%	0.97	-0.18	1	-1.5
CCCn1ncc(CN2CCC(N3CCC(C(=O)N4CCOCC4)CC3)CC2)c1C	6%	-21%[20 µM]	-1%	-0.1%	-6%	-3.9%	16%	0%	-0.19	-0.17	-0.34	0.51
Cc1ccc(C)c(N(C)C(=O)CCS(=O)(=O)c2cccc3nonc23)c1	-12%	-14%	x	-0.2%	-19%	0.6%	12%	x	x	x	x	x
COc1ccc(/C=N/Nc2ncc(-c3ccccc3)cn2)c(OC)c1	-1%	6%	6%	0.1%	-24%	-4.3%	-9%	4%	0.21	-0.19	0.21	0.84
Cc1ccc(S(=O)(=O)NCCCCCC(=O)NC(C)(C)CO)cc1	2%	3%	-1%	0.0%	-13%	-3.0%	16%	-1%	1.4	0.63	1	-1.2
NS(=O)(=O)c1ccc(NC(=S)NC2CCCCC2)cc1	7%	-16%[20 µM]	-3%	-0.1%	-1%	-2.9%	21%	0%	-0.88	-0.24	-0.1	0.51
C#CC(C)(CC)NC(=O)c1cc2cccc(CC=C)c2oc1=O (centres undefined)	1%	8%	14%	-0.4%	-18%	-3.4%	5%	-2%	0.27	-0.21	-0.22	-0.024
CC(C)CNc1nc(=S)nc(N(C)C)[nH]1	-54%	-12%	10%	-0.1%	18%	-0.5%	16%	-1%	1.4	-0.23	0.98	0.2
CC1CN(C(=O)c2cc3c(=O)n4ccccc4nc3s2)CC(C)O1 (centres undefined)	16%	6%	-144%	0.0%	-12%	-6.7%	12%	11%	1.5	-0.22	1.1	-0.14
CCOc1ccc(CN2CCN(Cc3cccn3-c3cccnc3)CC2CCO)cc1 (centres undefined)	9%	-2%	0%	0.2%	-13%	-0.1%	13%	9%	-1.4	-0.36	-0.76	1.7
COc1ccccc1CNC(=O)CCS(=O)(=O)c1cccs1	-9%	-4%	9%	0.7%	-15%	0.1%	-1%	4%	-0.88	0.23	0.4	0.61
Cc1ccc(CSC2=NCCN2S(=O)(=O)c2ccc(F)cc2)cc1	6%	-25%	x	-0.2%	48%*	9.6%	22%	x	x	x	x	x
O=C(O)C1CSC(c2ccc(O)c([N+](=O)[O-])c2)N1 (centres undefined)	1%	5%[20 µM]	10%	0.4%	-25%	-0.9%	-2%	-6%	1.2	-0.2	0.2	-0.92
COP(=O)(OC)c1nc(-c2ccc([N+](=O)[O-])cc2)oc1N1CCCCC1	15%	0%	x	-0.3%	-2%	-5.4%	19%	x	x	x	x	x
S=C(NCc1cccc(Cl)c1)NCc1ccco1	-12%	-4%	x	-0.1%	-28%	-1.2%	-3%	x	x	x	x	x
O=c1c2ccccc2nc(SCc2cc(=O)n3ccsc3n2)n1CCCO	7%	-69%	-3%	-0.1%	17%	10%	-2%	6%	-0.31	-0.27	0.42	1
O=c1oc2ccccc2n1Cc1ccccc1Cl	5%	27%	2%	-0.1%	-10%	-0.9%	-4%	0%	0.75	-0.29	0.79	-0.27
CCN1CCN(C(C)C(=O)Nc2c(C)n(C)n(-c3ccccc3)c2=O)CC1 (centres undefined)	-3%	-24%	11%	1.0%	-4%	0.9%	14%	4%	-0.11	-0.12	-0.16	-0.028
CCC(C)NC(=O)CN1c2cccc3cccc(c23)S1(=O)=O (centres undefined)	-4%	-38%	x	0.0%	-2%	-1.8%	-2%	x	x	x	x	x
Cc1ccc(-c2cc(C(=O)Nc3ccc(S(=O)(=O)Nc4onc(C)c4C)cc3)c3ccccc3n2)cc1	26%	1%	-1%	0.0%	-18%	-0.6%	17%	13%	-0.85	-0.31	-0.069	1.5
COC(=O)COc1ccc(S(=O)(=O)N2CCN(c3ccccc3F)CC2)cc1C	0%	-28%	-6%	-0.2%	4%	0.7%	8%	2%	0.29	-0.24	-0.55	0.23
CC1c2nc3ccccc3n2C(CC(=O)NCCCN2CCOCC2)C(=O)N1Cc1ccccc1 (centres undefined)	4%	x	4%	0.7%	20%	x	-9%	5%	-0.21	-0.2	-0.44	0.4
COc1ccccc1CNC(=O)Cn1cnnn1	4%	1%	x	-0.1%	-14%	5.3%	-6%	x	x	x	x	x
CCN(CC)C1CCN(C(=O)c2cc(COc3ccccc3SC)on2)C1 (centres undefined)	0%	-33%	x	-0.1%	-14%	2.7%	16%	x	x	x	x	x
CC(C)(C)C(=O)Oc1cc(N)n(S(=O)(=O)c2ccc(F)cc2)n1	-25%	12%	16%	-0.1%	7%	2.1%	13%	-5%	0.95	-0.28	0.68	-0.42
COc1cc2c3c(c1OC)C1(C=CC(=O)C=C1)CC3N(C(C)=O)CC2 (centres undefined)	2%	-3%	0%	-0.3%	-15%	1.4%	10%	0%	0.66	-0.25	0.67	0.21
